Compound activity from PubChem.
D2 PAM: D2 dopamine receptor (human) potentiation | HEK293 T-REx D2, calcium flux, EC20 dopamine potentiation | potentiation, % at 10 µM | hit rate 0.34% among 340,000;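 active = potentiation over 3 SD above the plate norm, cut at about 30% in these data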; note: 0% is about no effect
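Tetracycline-induced HEK293 T-REx cells force-coupled to calcium signalling expressed D2; compounds were pin-added after a 10 s baseline, read kinetically 180 s, then an EC20 dopamine challenge followed with a further 180 s calcium read.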
TRHR ag: TRH receptor (human) agonism | P34981 | AID 493084 | TRHR cells, calcium flux fluo-8, FDSS agonist mode | hit rate 0.18% among 360,000 | activation, % at 2 µM; in the data active = activation above about 30%; note: 0% is about no effect
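Fluo-8-loaded TRHR cells; 10 s baseline, compound added, kinetic Ca2+ fluorescence read 1/s, agonist mode.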
Apoferritin bind: binds horse apoferritin like a general anesthetic. apoferritin/1-aminoanthracene competitive binding, fluorescence. hit rate 0.074% among 350,000. AID 485281. P02791. Potency, µM (titrated, usually from 77.5 µM), for the others: at the highest dose activity change, negative = displacement, hits mostly inhibitors; note: potency is the fitted concentration of half-maximal effect; % is set by controls: 0 for no effect and ±100 for the full control effect; nearly all actives have a fitted effect of over 20% in size
Target sequence (P02791 2-175 limits assumed): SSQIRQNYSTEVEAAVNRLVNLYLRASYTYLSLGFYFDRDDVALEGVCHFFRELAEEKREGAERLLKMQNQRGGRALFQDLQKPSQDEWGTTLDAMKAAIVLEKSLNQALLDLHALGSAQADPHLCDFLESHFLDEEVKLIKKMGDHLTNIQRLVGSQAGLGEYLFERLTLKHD
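Apoferritin-based anesthetic binding model; compound displacement of fluorescent 1-AMA measured as endpoint fluorescence after 10 minutes at room temperature, scaled to free-ligand and complex controls.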
D1 PAM: potentiators of human D1 dopamine receptor; P21728; HEK293 TREx D1 cells, calcium flux, dopamine EC20 potentiation; potentiation, % at 10 µM; hit rate 0.036% among 360,000; AID 504651; in the data active = potentiation above about 30%; note: 0% is about no effect
RXFP1 antagonist: antagonists of human relaxin receptor RXFP1. Q9HBX9. HEK293-RXFP1, relaxin-stimulated cAMP HTRF, 30 min; stronger effect = lower value. activity change, negative = inhibition, % at 57.5 µM. hit rate 0.59% among 350,000;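 active = activity change of -60% or lower, but not beyond a set lower limit; inconclusive = change between -60% and -40%, or beyond the set limit; inactive = change above -40%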; note: % is set by controls: 0 for no effect and ±100 for the full control effect
Target sequence (Q9HBX9 whole entry, looked up): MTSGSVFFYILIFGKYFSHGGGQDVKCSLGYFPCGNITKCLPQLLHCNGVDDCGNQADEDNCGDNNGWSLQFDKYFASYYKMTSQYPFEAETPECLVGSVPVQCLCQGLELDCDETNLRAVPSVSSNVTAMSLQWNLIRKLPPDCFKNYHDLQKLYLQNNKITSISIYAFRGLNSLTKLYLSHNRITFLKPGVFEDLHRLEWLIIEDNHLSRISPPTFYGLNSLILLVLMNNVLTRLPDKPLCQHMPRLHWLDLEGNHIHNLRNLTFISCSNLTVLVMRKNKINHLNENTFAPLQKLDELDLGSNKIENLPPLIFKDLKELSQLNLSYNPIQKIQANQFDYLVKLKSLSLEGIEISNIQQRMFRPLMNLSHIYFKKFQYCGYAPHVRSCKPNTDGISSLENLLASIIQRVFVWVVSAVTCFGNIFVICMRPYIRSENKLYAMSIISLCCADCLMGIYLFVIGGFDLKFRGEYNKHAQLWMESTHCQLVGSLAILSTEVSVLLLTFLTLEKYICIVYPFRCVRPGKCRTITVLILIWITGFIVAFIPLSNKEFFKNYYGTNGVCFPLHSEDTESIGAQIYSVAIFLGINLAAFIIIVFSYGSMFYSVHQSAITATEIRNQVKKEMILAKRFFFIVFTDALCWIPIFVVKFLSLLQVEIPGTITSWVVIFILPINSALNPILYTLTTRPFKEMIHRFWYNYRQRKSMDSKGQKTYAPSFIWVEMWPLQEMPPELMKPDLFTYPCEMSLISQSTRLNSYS
D1 antag: blocks dopamine activation of the human D1 receptor; hit rate 3.2% among 360,000; activity change, negative = inhibition, % at 10 µM; AID 504652; HEK293 TREx D1 cells, calcium flux, dopamine EC80; stronger effect = lower value; in the data active = activity change below about -30%; note: % is set by controls: 0 for no effect and ±100 for the full control effect
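HEK293 T-REx cells expressing inducible, force-coupled D1 receptor; no-wash Ca dye, 30–90 min RT. Cmpd → 180 s read at 1 Hz → EC80 DA → 180 s read.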
TRHR enhancer: allosteric enhancers of human TRH receptor; P34981; TRHR cells, fluo-8 calcium fluorescence, EC20 TRH enhancement; enhancement, % at 2 µM; hit rate 0.66% among 360,000; AID 493056; in the data active = enhancement above about 30%; note: 0% is about no effect
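Enhancer read-out: after compound pinning and an initial kinetic agonist-mode read, an EC20 of TRH (10 nM final) was injected and fluo-8 calcium signal (Ex 480/Em 530) followed at 1 s/cycle for 100 cycles in TRHR-expressing cells.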
D1 ag: activates the human D1 dopamine receptor; P21728; HEK293 T-REx D1 cells, calcium flux, agonist mode; activation, % at 2 µM; hit rate 1% among 360,000; AID 504660; in the data active = activation above about 30%; note: 0% is about no effect
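Tetracycline-induced HEK293 TREx D1 cells, force-coupled to calcium signalling, were dye-loaded with a no-wash calcium kit. Compound was pin-added after a 10 s baseline. Fluorescence was read kinetically at 1 cycle/s for 180 s, with calcium rises flagged as agonism.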
RXFP1 agonist: activates the human relaxin receptor RXFP1; Q9HBX9; HEK293T-RXFP1 cAMP TR-FRET, 30 min; response scale: percent of porcine relaxin response, buffer zero; Potency, µM (top dose mostly 57.5 µM), for inactives: at the top dose activation, usual class: activators; hit rate 0.3% among 370,000; note: potency is the fitted concentration of half-maximal effect; % is set by controls: 0 for no effect and ±100 for the full control effect; nearly all actives have a fitted effect of over 60% in size; many of its hits are not listed in these tables
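HEK293 cells stably expressing RXFP1, treated 30 min at 37C with compounds plus PDE4 inhibitor Ro 20174; cAMP measured by HTRF TR-FRET. Normalized to buffer and 29 nM porcine relaxin; EC50 by Hill fit.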
* hit, by the source's call; ? = inconclusive; . = no result given; & = joins results of further samples; [ ] = another dose, or the depositor's remark. Unless noted, calls come from the whole dose curve; as a rule, active = well fitted curve in the direction sought with a large enough effect; inconclusive = small, poorly fitted or top-dose-only effect, or another doubt; inactive = no such curve, though single readings can be large; an effect the other way counts as inactive or inconclusive. Not all compounds are listed, so the mix of outcomes need not match the whole.

SMILES	D2 PAM	TRHR ag	Apoferritin bind	D1 PAM	RXFP1 antagonist	D1 antag	TRHR enhancer	D1 ag	RXFP1 agonist
Cc1cccc(CN2C(=O)c3ccccc3Sc3ccc(C(=O)O)cc32)c1	-4	0.2	-8%	-5	0	-12	13	1	0.6%
COc1cc(C(=O)NCCOc2ccccc2)cc(OC)c1OC	3	-0.5	0%	-4	4	8	-5	1	-0.2%
CC(=O)c1ccc(NC(=O)c2ccc3c(Cl)c4c(nc3c2)CCCC4)cc1	9	0.6	-10%	-1	6	-1	3	1	0.1%
O=C(N/C(=C/c1cccc([N+](=O)[O-])c1)C(=O)N1CCCCC1)c1cccs1	-6	-0.4	-4%	2	11	18	5	0	1.2%
CC1(C)CC(=O)C2=C(C1)N(CCN1CCOCC1)C1=C(C(=O)CC(C)(C)C1)C2c1ccc(Cl)c([N+](=O)[O-])c1	-5	-0.6	-12%	5	8	17	2	-2	-0.3%
COc1cc(CN2CC(=O)N(c3cc(Cl)ccc3C)C2=S)cc(OC)c1OC	4	0.2	-8%	-9	2	6	12	9	2.6%
O=C(O)C12CC3CC(C1)CC(n1ncc(N4CCN(c5ccccc5)CC4)c(Cl)c1=O)(C3)C2	-4	0.1	-4%	-4	-9	7	0	4	-1.9%
CCOC(=O)c1ccc(NC(=O)c2cnn(-c3ccc(C)cc3C)c2C2CCN(C(=O)OC(C)(C)C)CC2)cc1	-1	1.0	-2%	1	-17	0	11	5	0.2%
N#Cc1c2c(c(-n3cnc4ccccc43)n3c1nc1ccccc13)CCC2	23	-1.2	-3%	-2	0	3	5	1	?
COc1ccc(/C=N/NC2=NCCCCC2)cc1	-4	0.1	-5%	7	-12	9	-3	3	2.4%
c1ccc(COc2ccc(OCCCCN3CCCC3)cc2)cc1	1	1.2	-14%	-6	-13	-34*	4	35*	-2.9%
Cc1cc(C)c(Cn2cnc(-c3ccc([N+](=O)[O-])cc3)c2)c(C)c1	14	0.6	-18%	-8	-20	-2	-3	6	0.3%
COc1ccc(OC)c2nc(-c3cccnc3)ccc12	-4	-0.4	-7%	2	-8	-4	2	0	3.5%
CN(c1ccccc1)S(=O)(=O)c1cccc(NC(=O)CN2C(=O)NC3(CCCCC3)C2=O)c1	-3	-1.1	.	0	0	13	5	0	-1.7%
COc1cc(C(=O)Nc2nnc(CC(C)C)s2)c([N+](=O)[O-])cc1OC	-6	0.6	-3%	-1	1	-7	27	1	0.0%
Clc1ccc(Nc2cc(-c3ccccc3)nc3ncnn23)cc1	0	0.2	1%	-5	-6	60	4	4	-0.5%
COc1ccccc1CNCC(=O)Nc1ccc(N2CCOCC2)cc1	-14	0.5	-18%	4	-3	2	1	3	0.3%
C#Cc1ccc(CN2CCCC(C(=O)Nc3ccccc3Oc3cccnc3)C2)cc1 (stereo not drawn)	-25	-0.9	-6%	-3	3	2	-1	3	1.1%
O=C(CCc1nc2ccccc2[nH]1)Nc1ccc2c(c1)OCO2	-14	0.3	5%	0	-3	-6	0	1	-0.3%
COC(=O)c1cc(C#N)c(Oc2ccccc2OC)nc1C	2	0.7	-16%	-3	-13	3	-5	8	2.5%

Look-ups from the list:
COc1cc(CN2CC(=O)N(c3cc(Cl)ccc3C)C2=S)cc(OC)c1OC in D1 antag = 6
Cc1cccc(CN2C(=O)c3ccccc3Sc3ccc(C(=O)O)cc32)c1 in RXFP1 agonist = 0.6%
c1ccc(COc2ccc(OCCCCN3CCCC3)cc2)cc1 in Apoferritin bind = -14%

Remaining list, next part.
SMILES	D2 PAM	TRHR ag	Apoferritin bind	D1 PAM	RXFP1 antagonist	D1 antag	TRHR enhancer	D1 ag	RXFP1 agonist
CCN(CC)C(=O)c1sc2c(c1C)c(=O)n(CCc1ccccc1)c(=O)n2Cc1ccc(C)cc1	11	0.2	86%[activator]	-3	-17	9	4	6	0.9%
O=C(CN(C(=O)c1nsc(Cl)c1Cl)c1ccc(F)cc1)NC1CCCC1	2	-0.9	-5%	-1	-6	-11	-2	-2	0.0%
C=CCNC(=O)C1CCN(C(=O)c2ccc(-c3ccccc3)cc2)CC1	7	-0.1	-2%	-3	-9	-8	-4	6	0.6%
CCOC(=O)c1[nH]c2ccc(OC)cc2c1NC(=O)/C=C/c1ccc2c(c1)OCO2	5	0.0	1%	-6	-2	37	15	1	2.9%
O=C(NCc1ccncc1)c1nnc(Cc2c(F)cccc2Cl)o1	5	-0.3	-16%	-5	-11	3	7	10	2.3%
O=C(CCN1C(=O)/C(=C/c2ccccc2F)SC1=S)Nc1cccnc1	16	-0.2	-9%	0	-8	1	8	3	1.8%
CCCCNC(=S)N(C)/N=C/c1c(F)c(F)c(F)c(F)c1F	6	0.5	-10%	-2	5	0	1	6	2.3%
O=C(CCn1c(=O)oc2ccccc21)NCCCN1CCN(c2ccc(F)cc2)CC1	-1	-0.7	-12%	0	-2	-22	-3	9	0.3%
CC1CN(Cc2nnc(-c3ccccc3)o2)CC(C)O1 (stereo not drawn)	-5	-0.9	2%	3	-4	3	5	6	-0.1%
O=C(Nc1ccc(N2CCOCC2)nc1)c1cccs1	7	0.4	-2%	-2	-34	9	-4	0	-4.1%
O=C(Cn1nc(Cc2cccnc2)c2ccccc2c1=O)NCC1CCCO1 (stereo not drawn)	-2	0.3	6%	6	11	5	1	-2	16%
Cc1cc(-c2ccc(S(=O)(=O)Nc3cccc(Cl)c3C)cc2)on1	-5	0.7	-11%	-3	15	-18	-3	13	1.0%
CCCCOc1cccc(C(=O)O)c1	8	0.3	-17%	-2	-3	-7	6	1	0.0%
Cc1nn(C)c(Cl)c1S(=O)(=O)N1CCC(CO)(CCc2ccccc2)CC1	10	0.6	-11%	4	-9	-14	-4	6	-2.0%
Cc1nc(-c2ccc(S(=O)(=O)NCc3cccnc3)s2)cs1	-3	-1.4	-2%	3	2	-6	2	9	-2.9%
CC1CN(C)C(C)c2c1oc1ccc(N)cc21 (stereo not drawn)	1	0.7	1%	-2	-18	-22	-1	5	0.3%
O=C(COc1ccc(Cl)cc1)NCc1nnc(SCC(=O)Nc2ccccc2F)o1	-2	-0.3	-6%	-4	-3	-10	44*	0	-0.8%
O=C(CCl)Nc1ccccc1Sc1ccc(Cl)cc1	-4	-0.5	-9%	-1	-18	-10	-12	2	0.0%
CCOc1ccccc1NC(=O)CSc1nnnn1Cc1ccccc1	-11	0.4	-5%	-5	-6	10	2	3	-0.8%
COCCCNC(=O)CCn1c(=O)c2ccccc2n(Cc2cccc([N+](=O)[O-])c2)c1=O	.	0.0	-1%	-1	0	-2	10	-1	-2.4%
COc1cccc(C(=O)/C(C#N)=N/Nc2cccc(-c3ccnc(C)n3)c2)c1	-4	0.2	-15%	-2	-5	-8	4	5	2.4%
O=C(Oc1nsnc1N1CCOCC1)N(c1ccccc1)c1ccccc1	1	0.9	-3%	-5	-2	-8	-8	11	-0.2%
COCc1nnc(NC(=O)c2ccc(OC)cc2OC)s1	38*	-0.6	-6%	4	-4	-4	10	2	-1.5%
CCc1ccc(C2=NNC(=Nc3c(C)n(C)n(-c4ccccc4)c3=O)SC2)cc1	-5	-1.0	-14%	-5	-22	1	1	1	4.8%
CCN(CC)c1ccc(C=Nc2ccccc2C)c(O)c1	10	-0.5	-15%	-1	.	0	6	1	1.4%
Nc1nnnn1/N=C/c1ccc(N2CCCCC2)c([N+](=O)[O-])c1	14	-0.6	-11%	0	-4	-3	-1	1	-0.8%
O=C(COC(=O)c1cc(-c2ccccc2)nc2ccccc12)c1ccc(Br)cc1	-1	2.6	-11%	2	.	7	-8	3	3.0%
CCCCn1c(N)c(N(CC(C)C)C(=O)c2cccc(OCc3ccccc3)c2)c(=O)[nH]c1=O	30*	-0.7	.	0	0	25	13	7	0.3%
Cc1cccc(C)c1-n1cccc1/C=C1\SC(=S)N(c2cccc(C(=O)O)c2)C1=O	14	0.3	?	-4	-32	-14	2	9	-2.4%
COc1ccc(OC)c(C2=Nn3c(nnc3-c3cc(C)[nH]n3)SC2)c1	5	-0.6	6%	4	-9	14	-4	0	2.5%
O=C(O)c1ccc(NC(=S)NC(=O)c2cccc(COc3ccccc3)c2)cc1	.	-1.5	-13%	4	-4	4	-6	2	-0.7%
Fc1ccc(-n2c(-c3ccc4ccccc4n3)n[nH]c2=S)cc1	-6	-0.5	-4%	1	-5	1	1	2	-1.4%
CN(Cc1ccccc1)C(=O)C1CCN(S(=O)(=O)c2ccc3nc4c(c(C(=O)O)c3c2)CCCC4)CC1	-3&-3	0.0&-0.1	-12%&-7%	-5&-2	-5&-18	13&-16	-2&-3	3&0	2.3%&-0.1%
Cc1ccccc1S(=O)(=O)Cc1ccc(C(=O)N2CC(C)CC(C)C2)o1 (stereo not drawn)	-4	1.3	-19%	-4	.	-1	-2	11	-0.3%
CCCn1c(=O)c(C(=O)NNS(=O)(=O)c2ccc(NC(=O)OC)cc2)c(O)c2ccccc21	.	-0.9	-1%	-11	-9	1	-4	1	0.4%
Cc1noc(C)c1C(=O)OCC(=O)N1CCN(S(=O)(=O)c2ccc3ccccc3c2)CC1	0	-0.4	2%	-2	-1	2	-2	4	10%
CCOc1ccccc1NC(=O)CSc1nc2ccccc2nc1N1CCOCC1	2&-8	-0.6&0.8	50%&52%[activator]	-4&-5	-17	21&-23	2&1	3&5	4.2%&0.6%
COc1cccc(C(=O)Nc2c3c(nc4c2CCC4)CCCC3)c1	4	-1.1	-9%	-2	-4	-23	-5	0	1.6%
CCN(CC)C(=O)Oc1nnc(SC(C)C)n1-c1ccc(Cl)c(Cl)c1	1	0.2	-17%	7	-2	16	-5	24	5.2%
Cc1ccc(Nc2nc3ccccc3[nH]2)nc1	8	-0.2	-2%	4	-7	5	4	0	-1.1%
Cc1c(Cl)cccc1NC(=O)Nc1cc(C(C)(C)C)on1	3	1.1	-13%	5	-6	5	6	11	7.0%
COc1ccc(-n2nnc3c(SC(C(C)=O)C(=O)N(C)C)ncnc32)cc1 (stereo not drawn)	-11	0.0	-12%	-2	19	-1	-4	4	16%
COc1cccc(-c2nc(CS(=O)(=O)CC(=O)NCCc3ccc(OC)c(OC)c3)c(C)o2)c1	-8&1	-0.5&-0.4	-2%&-6%	-6&-3	20&-21	7&6	-5&2	1&0	0.9%&-0.3%

Rewritten as labelled records: 2 of the compounds above.
Cc1c(Cl)cccc1NC(=O)Nc1cc(C(C)(C)C)on1
  D2 PAM = 3	TRHR ag = 1.1	Apoferritin bind = -13%	D1 PAM = 5	RXFP1 antagonist = -6	D1 antag = 5	TRHR enhancer = 6	D1 ag = 11	RXFP1 agonist = 7.0%
COc1ccc(-n2nnc3c(SC(C(C)=O)C(=O)N(C)C)ncnc32)cc1 (stereo not drawn)
  D2 PAM = -11	TRHR ag = 0.0	Apoferritin bind = -12%	D1 PAM = -2	RXFP1 antagonist = 19	D1 antag = -1	TRHR enhancer = -4	D1 ag = 4	RXFP1 agonist = 16%
